# Tb PGK inh = blocks T. brucei phosphoglycerate kinase; PGK/GAPDH coupled, Kinase-Glo luminescence, 60 min; Potency, µM (top dose mostly 57.5 µM), inactives show at the highest dose activity change, negative = inhibition, most hits filed as inhibitors; 0.043% of 380,000 active; AID 602233; note: potency is the fitted concentration of half-maximal effect; % is set by controls: 0 for no effect and ±100 for the full control effect; nearly all actives have a fitted effect of over 60% in size
#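 Recombinant glycosomal PGK reaction used 1,3-bisphosphoglycerate generated in-well by GAPDH (100nM final) in 100mM TEA pH 7.6, 5mM MgCl2, 0.01% Tween-20. After 60 minutes at room temperature, ATP was read by Kinase-Glo Plus luminescence end-point.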
# JMJD2A Tudor = inhibitors of human JMJD2A Tudor domain; AlphaScreen JMJD2A-Tudor / H3K4me3 peptide binding; 4.4% of 390,000 active; Potency, µM (doses to about 114 µM), for inactives: at the highest dose activity change, negative = inhibition, hits mostly inhibitors; O75164; note: potency is the fitted concentration of half-maximal effect; % is set by controls: 0 for no effect and ±100 for the full control effect; nearly all actives have a fitted effect of over 50% in size
# HP1b chromo inh = HP1-beta chromodomain-methylated histone interaction inhibition; P83916; AlphaScreen HP1-beta / biotin-H3K9me3 peptide binding; Potency, µM (titrated, usually from 114 µM), for the others: at the highest dose activity change, negative = inhibition, most hits filed as inhibitors; 0.56% of 390,000 active; note: potency is the fitted concentration of half-maximal effect; nearly all actives have a fitted effect of over 70% in size; inactives centre near 23
# Target sequence (P83916 whole entry, looked up): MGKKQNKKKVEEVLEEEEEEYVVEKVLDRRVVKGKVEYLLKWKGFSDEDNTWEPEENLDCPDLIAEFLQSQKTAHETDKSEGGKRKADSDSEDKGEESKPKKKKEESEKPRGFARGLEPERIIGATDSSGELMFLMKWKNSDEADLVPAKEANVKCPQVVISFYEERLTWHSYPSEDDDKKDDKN
#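 Compound inhibition of the preformed complex between 50 nM HP1-beta and 50 nM biotinylated H3K9me3 peptide was read by AlphaScreen. Buffer was PBS pH 7.4 with 0.01% Tween-20. Incubations ran 30 min at room temperature, with 10 ug/mL donor/acceptor beads.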
# Pin1 inhibitor = blocks the human prolyl isomerase Pin1. Pin1 FP peptide displacement, HiFluor488, 10 min. 0.009% of 390,000 active. AID 504891. Q13526. Potency, µM (top dose mostly 115 µM), for the others: at the highest dose activity, negative = inhibition, usual class: inhibitors; active = well fitted inhibition curve with a large enough effect in the polarisation, with a control signal flat, not every such curve was filed as active; inconclusive = small, poorly fitted or top-dose-only effect, or effect the other way, or a change in a side signal; inactive = no such curve, though single readings can be large or run the other way; the % refers to the polarisation; note: potency is the fitted concentration of half-maximal effect; % is set by controls: 0 for no effect and ±100 for the full control effect
# Target sequence (Q13526 whole entry, looked up): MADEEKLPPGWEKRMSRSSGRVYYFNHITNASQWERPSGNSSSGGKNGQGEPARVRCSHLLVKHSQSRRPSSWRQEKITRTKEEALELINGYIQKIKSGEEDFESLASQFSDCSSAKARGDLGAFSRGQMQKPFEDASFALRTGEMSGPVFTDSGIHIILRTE
# BAZ2B block = inhibitors of human BAZ2B bromodomain | Q9UIF8 | AlphaScreen BAZ2B-H3K14Ac peptide displacement | Potency, µM (titrated, usually from 114 µM), for the others: top-dose activity change, negative = inhibition, usual class: inhibitors | 4.4% of 360,000 active | AID 504333; note: potency is the fitted concentration of half-maximal effect; % is set by controls: 0 for no effect and ±100 for the full control effect; nearly all actives have a fitted effect of over 60% in size
#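 Inhibition is scored as reduced AlphaScreen emission. The BAZ2B/b-H3(5-23)K14Ac complex (50 nM each) in PBS pH 7.4, 0.01% Tween-20 meets compound (up to 110 uM) for 30 min at RT before bead addition.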
# G9a block = blocks human histone lysine methyltransferase G9a; AID 504332; 8.8% of 350,000 active; Potency, µM (titrated, usually from 102 µM), without a hit: at the highest dose activity, negative = inhibition, hits mostly inhibitors; G9a H3K9 monomethylation, AlphaScreen, 2 h; Q96KQ7; note: potency is the fitted concentration of half-maximal effect; % is set by controls: 0 for no effect and ±100 for the full control effect; nearly all actives have a fitted effect of over 75% in size
#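 Using a bead-based AlphaScreen, monomethylated H3K9 product from 2 h room-temperature reactions (G9a 20 nM, peptide 500 nM, SAM 20 uM) was detected with 0.5 ug/mL rabbit anti-H3K9me1 antibody.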
# ERG-DNA inh = inhibitors of human ERG Ets domain-DNA interaction; P11308; fluorescence polarization, His-ERG Ets domain / labelled DNA; Potency, µM (highest dose often 76.9 µM), for the others: top-dose FP activity, negative = inhibition, actives largely listed as inhibitors; 0.028% of 370,000 active; AID 624246; active = well fitted inhibition curve with a large enough effect in the polarisation, with a control signal flat; inconclusive = small, poorly fitted or top-dose-only effect, or effect the other way, or a change in a side signal; inactive = no such curve, though single readings can be large or run the other way; the % refers to the polarisation;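 note: polarization taken with two DNA probes labelled with fluorescein and Texas red; potency is the fitted concentration of half-maximal effect; % of control where 0% means no effect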
# Target sequence (P11308 whole entry, looked up, the tested form may be a part): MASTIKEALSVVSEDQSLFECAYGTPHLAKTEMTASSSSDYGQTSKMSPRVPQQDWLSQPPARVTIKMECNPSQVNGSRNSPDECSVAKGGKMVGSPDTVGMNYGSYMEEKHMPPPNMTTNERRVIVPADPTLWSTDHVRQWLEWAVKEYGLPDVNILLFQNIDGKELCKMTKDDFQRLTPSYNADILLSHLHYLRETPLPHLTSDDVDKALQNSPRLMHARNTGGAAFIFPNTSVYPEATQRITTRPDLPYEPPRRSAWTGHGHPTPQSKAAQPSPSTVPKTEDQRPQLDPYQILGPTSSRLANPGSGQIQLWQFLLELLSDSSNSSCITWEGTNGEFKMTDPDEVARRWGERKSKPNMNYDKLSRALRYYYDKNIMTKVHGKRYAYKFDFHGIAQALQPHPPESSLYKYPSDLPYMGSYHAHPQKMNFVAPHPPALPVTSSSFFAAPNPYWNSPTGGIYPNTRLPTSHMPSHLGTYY
#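 His-tagged ERG Ets domain (1 uM in the protein solution; 300mM KCl, 50mM Tris-HCl, 1mM EDTA, 1mM DTT, pH 7.5) received compound, then a probe mix of 5 nM fluorescein-DNA and 100nM Texas-615-DNA. Fluorescence polarization was read for both dyes.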
# GLS inhibitor = blocks human kidney-isoform glutaminase activity | O94925 | Potency, µM (titrated, usually from 45.5 µM), for the others: top-dose activity change, negative = inhibition, actives largely listed as inhibitors | GLS enzymatic activity, qHTS titration | 0.21% of 410,000 active; note: potency is the fitted concentration of half-maximal effect; % is set by controls: 0 for no effect and ±100 for the full control effect
#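 Read-out is an Amplex red fluorescence increase coupled through glutamate oxidase and HRP, measured before and after 30 min room-temperature incubation. hKGA is in 45 mM KH2PO4 (pH 8.2) with 0.02% Tween-20; glutamine added as 1mM solution.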
# PI4K2A inh = inhibitors of human PI4K2A. Q9BTU6. purified PI4K2A, ADP-Glo luminescence, 1 h; stronger effect = lower value. activity change, negative = inhibition, % at 76.9 µM. 0.13% of 420,000 active; in the data active = activity change below about -50%; inconclusive = mostly about -30% to -49%;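 note: -100% = wells without enzyme as full effect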
#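 In this quantitative HTS, ADP production by PI4K2A was quantified luminescently after 1 h at ambient temperature; 100 microM adenosine served as plate-quality control.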
# * hit, by the source's call; i = inactive; ? = inconclusive; · = no result given; [ ] = dose if it differs, or a comment. Unless noted, calls come from the whole dose curve; as a rule, active = well fitted curve in the direction sought with a large enough effect; inconclusive = small, poorly fitted or top-dose-only effect, or another doubt; inactive = no such curve, though single readings can be large; an effect the other way counts as inactive or inconclusive.
(1) N#Cc1c(-c2ccccc2)nc(SCC(=O)N(c2ccccc2)c2ccccc2)[nH]c1=O
(2) COC(=O)c1ccc(NC(=O)Nc2ccc3c(c2)OCO3)cc1
(3) O=C(Nc1cccc(C(=O)N2CCCC2)c1)C1CCCCC1
(4) Cc1cc(C(=O)N2CCN(c3ccc([N+](=O)[O-])cc3)CC2)no1
(5) O=C(NC(=S)NC1CCCC1)c1ccccc1Br
(6) CN(c1ccccc1)S(=O)(=O)c1ccc(Cl)c(C(=O)Nc2ccc(-c3nc4ccccc4[nH]3)cc2)c1
(7) CC(=O)C1C(c2ccccc2)c2c(noc2C)CC1(C)O (centres undefined)
(8) C/C=C/C(=O)OCC(=O)Nc1cccc(F)c1

screen / no.,1,2,3,4,5,6,7,8
Tb PGK inh,3%,7%,i,-4%,6%,-8%,7%,0%
JMJD2A Tudor,-2%,-10%,-15%,-17%,-11%,-16%,-5%,8%
HP1b chromo inh,9%,45%[activator],16%,25%,26%,24%,40%[activator],42%[activator]
Pin1 inhibitor,-7%,4%,-1%,9%,4%,22%,3%,-11%
BAZ2B block,-13%,-21%,·,-8%,-1%,-9%,1%,3%
G9a block,?,44%,·,1%[59 µM],15%,9%[59 µM],1%[59 µM],5%
ERG-DNA inh,-4%,14%,-2%,19%,2%,-9%,-4%,1%
GLS inhibitor,2%,1%,?,4%,2%,-9%,6%,0%
PI4K2A inh,-5,-3,-5,-4,1,3,5,0

(9) O=C(O)CCCCCN1C(=O)c2ccc(C(=O)O)cc2C1=O
(10) Cc1ccc(NC(=O)Cn2c(O)c(N=NC(=O)c3ccncc3)c3ccccc32)cc1
(11) Cc1ccc(NC(=O)O/N=C2\CCCCC2c2ccc([N+](=O)[O-])cc2[N+](=O)[O-])cc1 (centres undefined)
(12) O=C(Nc1cccc(F)c1)Nc1ccc2c(c1)OCO2
(13) COc1cc2[nH]c(=O)n(CCC(=O)NCCCN3CCN(c4ccccc4F)CC3)c(=O)c2cc1OC
(14) COc1cccc(C2CC(c3ccc(Cl)cc3Cl)n3nc(N)nc3N2)c1 (centres undefined)
(15) COc1ccc(CCN(C)C/C=C/c2ccccc2[N+](=O)[O-])cc1OC
(16) Cc1ccc(Nc2c(-c3ccc(C)cc3)nc3ccc(C)cn23)cc1

screen / no.,9,10,11,12,13,14,15,16
Tb PGK inh,i,-8%,-4%,4%,3%,-2%,-3%,i
JMJD2A Tudor,-27%,-20%,-21%,-26%,-15%,?,22µM*,-21%
HP1b chromo inh,32%,20%,-6%,8%,52%[activator],1%,-18%,47%[activator]
Pin1 inhibitor,-4%,-1%,-3%,1%,1%,-7%,-6%,2%
BAZ2B block,3%,-22%,-37%,-21%,-14%,-29%,?,1%
G9a block,-9%[59 µM],-17%,·,14%,-29%,?,·,0%[59 µM]
ERG-DNA inh,·,-1%,5%,-5%,6%,21%,0%,1%
GLS inhibitor,-1%,5%,15%,22%,-8%,18%,6%,-6%
PI4K2A inh,0,1,3,-7,4,-4,3,1

(17) COc1ccc(NC(=O)N2CCCC(C(=O)NC(C)C)C2)cc1 (centres undefined)
(18) O=C(NCc1cc(C(F)(F)F)ccc1F)C1CCC(=O)N(C2CCCCCC2)C1 (centres undefined)
(19) O=C(Nc1ccc(F)cc1)c1nc2c(nnn2Cc2cccc3ccccc23)c(=O)[nH]1
(20) COc1ccc(OC)c(NC(=O)CN(Cc2ccc(F)cc2)C2CCCCC2)c1
(21) Cc1ccc(CN2C(=O)CCC2C(=O)NCc2cccnc2)cc1 (centres undefined)
(22) Cc1ccc(/C(O)=C2/C(=O)C(=O)N(Cc3ccco3)C2c2cccs2)cc1 (centres undefined)
(23) Cn1ncc(-c2ccno2)c1C(=O)O
(24) Cc1ncc(N=Nc2ccc(F)cc2)c(-c2ccc(Cl)cc2)n1

screen / no.,17,18,19,20,21,22,23,24
Tb PGK inh,4%,-3%,-9%,2%,-5%,-20%,i,-12%
JMJD2A Tudor,-7%,-4%,-13%,-24%,-1%,-10%,6%,-25%
HP1b chromo inh,16%,18%,40%[activator],16%,4%,14%,21%,-7%
Pin1 inhibitor,-1%,1%,24%,?,-1%,-14%,4%,-10%
BAZ2B block,-6%,4%,?,-20%,-1%,-5%,10%,-28%
G9a block,23%[59 µM],-10%,10%,-15%,5%[12.7 µM],25%[2.33 µM],?,2%[59 µM]
ERG-DNA inh,-1%,0%,2%,8%,-7%,4%,0%,1%
GLS inhibitor,2%,-2%,36%,0%,6%,0%,-11%,5%
PI4K2A inh,-1,-1,5,0,3,1,0,-6

(25) CC(Nc1nc(-c2ccc(F)cc2)cs1)c1nc2cc(Cl)c(Cl)cc2n1CCOCCO (centres undefined)
(26) Cn1c(=O)c(C(=O)c2ccccc2)nc2ccccc21
(27) Cc1ccc(S(=O)(=O)Nc2cc(=O)[nH]c(SCc3ccc(Cl)cc3)n2)cc1
(28) CCn1c(Cc2ccccc2)nnc1SCC(=O)Nc1ccccc1O
(29) O=C(CCNC(=O)c1ccccc1)NN=Cc1ccc(Br)o1
(30) CC(C)c1ccc(S(=O)(=O)N(C)C2(C)CCS(=O)(=O)C2)cc1 (centres undefined)
(31) CC(C)COC(=O)c1ccccc1N1C(=O)C2C3CCC(C3)C2C1=O (centres undefined)
(32) CCOC(=O)Cc1csc(NC(=O)C2CCCN(S(=O)(=O)c3cnc[nH]3)C2)n1 (centres undefined)

screen / no.,25,26,27,28,29,30,31,32
Tb PGK inh,6%,-5%,2%,3%,-14%,-5%,-4%,4%
JMJD2A Tudor,-21%,-11%,-3%,-11%,?,0%,1%,3%
HP1b chromo inh,34%,8%,34%,-2%,?,28%,33%[activator],54%[activator]
Pin1 inhibitor,10%,0%,30%,5%,-8%,1%,3%,-3%
BAZ2B block,·,6%,-11%,-16%,·,5%,-3%,12%
G9a block,·,28%[59 µM],0%[59 µM],?,·,11%[0.501 µM],18%[59 µM],-15%
ERG-DNA inh,2%,-3%,-1%,-5%,-3%,-2%,12%,7%
GLS inhibitor,3%,11µM*,5%,8%,1%,-10%,-2%,-2%
PI4K2A inh,-2,-2,-2,2,-16,-6,1,-4

(33) Cc1ccc(NC(=O)c2cc(S(=O)(=O)c3ccccc3)ccc2Cl)cc1
(34) NC(=O)c1ccsc1NC(=O)COC(=O)CCCOc1ccccc1
(35) C/C=C/C(=O)OCC(=O)Nc1ccc(C)c(S(=O)(=O)N(C)C)c1
(36) Cc1cc(C)n(-c2ccc(C(=O)Nc3cc(S(=O)(=O)N(C)C)ccc3Cl)cc2)n1
(37) COc1ccc2c(c1)cc(C(O)c1ccccn1)n2S(=O)(=O)c1ccccc1 (centres undefined)
(38) O=c1c2ccccc2nc2n1C(CSc1ccccc1)CS2 (centres undefined)
(39) CCOc1ccc(S(=O)(=O)Nc2ccc(S(=O)(=O)N3CCOCC3)cc2)cc1
(40) C=CCn1c(C)cc(C(=O)Cn2c(C(C)O)nc3ccccc32)c1C (centres undefined)

screen / no.,33,34,35,36,37,38,39,40
Tb PGK inh,10%,-11%,-9%,-4%,-10%,7%,i,-2%
JMJD2A Tudor,-6%,-2%,-5%,?,-28%,-11%,-22%,-29%
HP1b chromo inh,43%[activator],8%,43%[activator],30%,12%,23%,16%,5%
Pin1 inhibitor,8%,1%,-7%,-5%,-10%,3%,0%,-2%
BAZ2B block,?,-31%,4%,5%,?,-8%,-34%,?
G9a block,11%[2.33 µM],-16%,-29%,79µM*,?,0%,-27%[59 µM],5%
ERG-DNA inh,2%,7%,4%,4%,-1%,-10%,7%,11%
GLS inhibitor,3%,-1%,22%,-1%,6%,2%,9%,-1%
PI4K2A inh,7,-1,-1,-4,2,11,0,-2

(41) O=C(NC1CCCCCCC1)c1c(O)c2ccccc2[nH]c1=O
(42) COc1ccc(N2CCN(C(=O)CNC(=O)Cn3c(C)cc4ccccc4c3=O)CC2)cc1
(43) O=C(N/N=C/c1ccc2c(c1)OCO2)C(=O)Nc1cccc(Cl)c1
(44) COCC(C)n1c(C)cc(C(=O)CSc2nnc(-c3ccco3)o2)c1C (centres undefined)
(45) COc1cc(NC(=O)C2CC(=O)N(CCc3ccccc3)C2)cc(OC)c1 (centres undefined)

screen / no.,41,42,43,44,45
Tb PGK inh,-6%,-2%,0%,0%,-7%
JMJD2A Tudor,-26%,-7%,-15%,-34%,-25%
HP1b chromo inh,27%,31%,-10%,?,29%
Pin1 inhibitor,-7%,5%,1%,-2%,1%
BAZ2B block,0%,2%,0%,·,11%
G9a block,-24%[12.7 µM],3%,22%[59 µM],·,-3%
ERG-DNA inh,·,-3%,1%,2%,-16%
GLS inhibitor,-2%,27%,3%,-13%,0%
PI4K2A inh,-3,3,0,-2,0

# Three entries drawn at random from those above, as already listed:
(38) O=c1c2ccccc2nc2n1C(CSc1ccccc1)CS2 (centres undefined)
(24) Cc1ncc(N=Nc2ccc(F)cc2)c(-c2ccc(Cl)cc2)n1
(5) O=C(NC(=S)NC1CCCC1)c1ccccc1Br

screen / no.,38,24,5
Tb PGK inh,7%,-12%,6%
JMJD2A Tudor,-11%,-25%,-11%
HP1b chromo inh,23%,-7%,26%
Pin1 inhibitor,3%,-10%,4%
BAZ2B block,-8%,-28%,-1%
G9a block,0%,2%[59 µM],15%
ERG-DNA inh,-10%,1%,2%
GLS inhibitor,2%,5%,2%
PI4K2A inh,11,-6,1

# Screening data deposited in PubChem BioAssay by National Center for Advancing Translational Sciences (NCATS).
